High-throughput results (PubChem BioAssay)
Rat MKP-3 inhibitors: MKP-3 phosphatase inhibitors, primary screen, biochemical, rat enzyme, in vitro (AID 425); one-dose inhibition, % at 20 µM; IC50 in µM for titrated hits; 0.17% of 110,000 active; recombinant MKP-3 phosphatase activity, fluorescence; higher % means a stronger effect; in the data active = inhibition above about 50%;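 also: plate controls were vehicle for no effect and reference inhibitor for full effect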
Hsp70 displacement: small molecules displacing fluorescent ligand from Hsp70 – biochemical, fluorescence polarization, primary screen (AID 583). displacement, % at 20 µM, or IC50 in µM where a hit was titrated. Hsp70 fluorescence polarization probe displacement, mP; higher % means a stronger effect. 0.06% of 140,000 active; in the data active = displacement above about 50%;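 also: plate controls were vehicle for no effect and reference ligand for full effect; a part of the inactive calls stands beside numbers as strong as those of hits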
Starred values were filed as active, the others as inactive; nt = no result given; & = joins results of further samples. Some of the compounds tested. The share of hits here may be higher or lower than overall.

item	canonical_smiles	Rat MKP-3 inhibitors	Hsp70 displacement
1	CCOC(=O)C1=C(N)N(c2ccccc2)C(=O)C1	nt	-0.4%
2	NC1=NC(c2cccc(O)c2)n2c(nc3ccccc32)N1 (stereo not given)	5%	4.9%
3	O=C(CN1CCc2ccccc2C1)Nc1ccc(Br)cc1	nt	2.6%
4	O=C(Nc1cccc(C(F)(F)F)c1)C1CCN(S(=O)(=O)c2cnc[nH]2)CC1	3%	7.6%
5	c1nnc2c3c4c(sc3ncn12)CCC4	-6%	1.4%
6	Cc1ccccc1OCC(=O)Nc1ccc(Br)cn1	3%	2.6%
7	CCn1c(=O)cc(OCC(=O)N(C)c2ccccc2F)c2ccccc21	-7%	-0.2%
8	Cc1cccc2sc(NC(=O)c3ccccc3C(=O)O)nc12	-1%	-0.5%
9	Cc1csc(NC(=O)CSCC(=O)Nc2ccccc2)n1	-2%	1.1%
10	Cc1cccc(NC(=O)c2sc3nc4c(c(-c5ccco5)c3c2N)CCC4)c1	nt	-12%
11	O=c1c(-c2ccnn2-c2ccccc2F)cnc2n1CCS2	nt	-1.1%
12	O=C(CSc1nnc(Cn2cnc3ccccc32)o1)c1ccccc1	0%	7.2%
13	COc1cc(C(c2ccc(C)o2)c2ccc(C)o2)c(O)c([N+](=O)[O-])c1	0%	6.1%
14	Oc1ccc(C=Nc2cc(Cl)ccc2O)cc1	2%	0.4%
15	Cc1nnc(NC(=O)c2cc(C(F)(F)F)cc(C(F)(F)F)c2)s1	2%	-0.2%
16	CC(=O)c1ccc(NC2OC(C)C(O)C(O)C2O)cc1 (stereo not given)	-12%	-2.0%
17	CC(O)C(NC(=S)NCc1ccccc1)C(=O)O (stereo not given)	2%	-3.8%
18	O=[N+]([O-])c1cccc(S(=O)(=O)/N=C(/Nc2ccccc2)c2ccccc2)c1	0%	-0.9%
19	COc1ccc2nc(C(F)(F)C(F)(F)F)c(C#N)c(N)c2c1	nt	-1.6%
20	COc1ccc(C=C2C(=O)N(c3ccccc3)C(=O)N(c3ccccc3)C2=O)cc1C(=O)O	-1%	-0.2%
21	COc1ccc(C2SCC(=O)N2C)cc1 (stereo not given)	nt	5.0%
22	Cc1cccc(C)c1N1CCc2cn[nH]c21	nt	6.0%
23	CC1=C(C(=O)OCC(C)C)C(c2ccsc2)NC(=O)N1 (stereo not given)	nt	5.1%
24	CCN(CC)C(=O)CSC1=Nc2ccccc2C2=NC(c3ccccc3)C(=O)N12 (stereo not given)	nt	4.2%
25	CCn1c(Cc2cccc3ccccc23)nnc1SCC(=O)Nc1nccs1	nt	-2.0%
26	COC(=O)C(=C/C(Cl)=C/N(C)C)C(=O)OC	-1%	1.4%
27	CCOC(=O)c1c(NC(=S)Nc2ccccc2)sc2c1CCN(Cc1ccccc1)C2	1%	-72%
28	COCc1nnc(NC(=O)CCCOc2ccccc2)s1	-5%	2.1%
29	Cc1ccc(-c2c3c(nc4sc(C(N)=O)c(N)c24)CCC3)cc1	nt	1.2%
30	N/C(=N\OC(=O)c1ccc2ccccc2c1)c1ccccn1	3%	-1.1%
31	O=C(/C=C/c1cccs1)c1ccncc1	1%	0.6%
32	COc1ccc(Cl)cc1NC(=O)c1cnn2c1NC(c1cccs1)CC2C(F)(F)F (stereo not given)	-6%	4.6%
33	CCOC(=O)C1CCN(S(=O)(=O)c2ccc(OCC(=O)OC)cc2)CC1	-13%	4.7%
34	CC1(C)Cc2ccccc2-c2nc(CN3CCOCC3)[nH]c(=O)c21	-1%	1.2%
35	CC(C)CC(c1nnnn1C(C)C)N1CCN(c2cccc(Cl)c2)CC1 (stereo not given)	-3%	3.1%
36	O=C(C1COc2ccccc2O1)N1CCc2ccccc2C1 (stereo not given)	nt	1.3%
37	COc1ccc(-c2noc(CN(C(=O)C(C)(C)C)C(C)C)n2)cc1	-3%	-3.6%
38	CC1C(=O)C(C)C(c2ccc(Cl)cc2)NC1c1ccc(Cl)cc1 (stereo not given)	3%	0.0%
39	COC(=O)C1=C(C)NC(=O)NC1c1cc(Cl)c(O)c(OC)c1 (stereo not given)	0%	6.5%
40	CC(C)[C@H](NC(=O)CCn1nnc2ccccc2c1=O)C(=O)O	2%	-4.0%
41	Cc1ccc(C2(c3ccc(C)cc3)CC2C(=O)NC(C)(C)C)cc1 (stereo not given)	3%	-1.3%
42	Cc1ccsc1C1C=C(c2cccc(Br)c2)Nc2ncnn21 (stereo not given)	4%	28%
43	CCOc1cc(/C=N/NC(=O)c2cc(C)[nH]n2)ccc1OC(=O)c1cccc2ccccc12	0%	0.8%
44	CCOC(=O)C(NC(C)=O)(Nc1ccc(S(=O)(=O)Nc2onc(C)c2C)cc1)C(F)(F)F (stereo not given)	-12%	-3.2%
45	CC(=O)Oc1cccc2c1C(=O)c1c(OC(C)=O)cc(C(=O)O)cc1C2=O	-6%	24%
46	Cc1oc(-c2cc(Cl)ccc2Cl)cc1-c1nn2c(C)nnc2s1	6%	-1.4%
47	Cc1cc(C)c(C#N)c(Oc2ccc(O)cc2)n1	-10%	6.2%
48	CC1=CC(C)(C)N(C(=O)CSc2nnc(-c3ccccc3)o2)c2ccc(C)cc21	-3%	9.7%
49	COc1cc(NC(=O)c2c(-c3ccccc3Cl)noc2C)c2ncccc2c1	-3%	1.1%
50	COc1cc2nc(C3CCC3)n(NC(=O)C3CCC3)c(=O)c2cc1OC	nt	1.5%
51	COc1ccc2[nH]c(=O)c(CN(CCN3CCCC3)C(=O)Nc3ccccc3Cl)cc2c1	-7%	0.1%
52	CCCCCCOC(=O)CCn1[nH]c(=O)c2ccccc2c1=O	1%	3.3%
53	Cc1nn(C)c(C)c1S(=O)(=O)N1CCC(C(=O)Nc2ccc3c(c2)OCCO3)CC1	-5%	-6.0%
54	Cc1ccc(S(=O)(=O)Oc2cccc(/C=C3/SC(=S)N(c4ccccc4)C3=O)c2)cc1	0%	2.0%
55	CCOC(=O)Cc1csc(NC(=O)CSc2nc3cccnc3n2CC)n1	-5%	-2.8%
56	CC1(C)Cc2ccccc2C(Nc2ccc(S(N)(=O)=O)cc2)=N1	-1%	-1.6%
57	S=C(c1ccc(N2CCOCC2)cc1)N1CCOCC1	3%	2.2%
58	CC(=O)Nc1cccc(NS(=O)(=O)Cc2ccc(Cl)cc2)c1	0%	-1.7%
59	CCOc1cc(S(=O)(=O)N2CCN(Cc3ccccc3)CC2)ccc1Br	-23%	2.7%
60	CC(=O)Nc1ccc(S(=O)(=O)Nc2nc(C)cc(-n3nc(C)cc3C)n2)cc1	-4%&2%	-1.4%&4.4%

(next part)
item	canonical_smiles	Rat MKP-3 inhibitors	Hsp70 displacement
61	COc1ccccc1C1(CC(=O)N2CCCCC2)CCOC(C(C)C)C1 (stereo not given)	nt	0.7%
62	Cc1ccc(N2CC(C(N)=O)CC2=O)cc1 (stereo not given)	-2%	-0.4%
63	CN1CCN(S(=O)(=O)c2cccc(S(=O)(=O)c3ccc(Cl)c(Cl)c3)c2)CC1	-4%	2.5%
64	c1ccc(C2(CNc3ccccn3)CCCC2)cc1	nt	3.2%
65	N=c1n(CCN2CCOCC2)c2ccccc2n1CC(=O)c1ccc(Cl)c(Cl)c1	-5%	3.5%
66	COc1ccc(-c2nnc(SC(C)C(=O)Nc3ccc4c(c3)OCCO4)o2)cc1 (stereo not given)	-12%	3.9%
67	COC(=O)C(CC(C)C)NC(=O)CSc1nnc2c(n1)[nH]c1ccccc12 (stereo not given)	-2%	-6.3%
68	COc1ccccc1NC(=O)C1C2C=CC(C3CC23)C1C(=O)O (stereo not given)	2%	-4.3%
69	Cc1sc2ncnc(N3CCCCC3C)c2c1C (stereo not given)	-14%	-2.0%
70	CSc1ccccc1NC(=O)CSc1nc2ccccc2[nH]1	2%	0.2%
71	Cc1cc(C)nc(NS(=O)(=O)c2ccc(NC(=O)CCC3COc4ccccc4O3)cc2)n1 (stereo not given)	-10%	7.1%
72	CC(=O)Nc1nc(C2CC2)cc(-c2ccco2)c1C#N	3%	-1.4%
73	COc1ccc(C(=O)O)cc1S(=O)(=O)N(C)CCc1cccnc1	6%	1.6%
74	COc1ccc(N2C(=O)CC(N3CCC(O)(c4cccc(C(F)(F)F)c4)CC3)C2=O)cc1 (stereo not given)	3%	1.1%
75	Cc1ccc(C2CC(=O)NC3=C2C(=O)CCC3)cc1Br (stereo not given)	1%	0.6%

5 of these compounds, set out differently.
Screens in order: Rat MKP-3 inhibitors	Hsp70 displacement
(35) CC(C)CC(c1nnnn1C(C)C)N1CCN(c2cccc(Cl)c2)CC1 (stereo not given)
 : -3%	3.1%
(36) O=C(C1COc2ccccc2O1)N1CCc2ccccc2C1 (stereo not given)
 : nt	1.3%
(37) COc1ccc(-c2noc(CN(C(=O)C(C)(C)C)C(C)C)n2)cc1
 : -3%	-3.6%
(38) CC1C(=O)C(C)C(c2ccc(Cl)cc2)NC1c1ccc(Cl)cc1 (stereo not given)
 : 3%	0.0%
(39) COC(=O)C1=C(C)NC(=O)NC1c1cc(Cl)c(O)c(OC)c1 (stereo not given)
 : 0%	6.5%

The list goes on.
item	canonical_smiles	Rat MKP-3 inhibitors	Hsp70 displacement
76	CCSc1nc2c(sc3ccccc32)c(=O)n1C(C)C	nt	-1.6%
77	c1cc(CNC2=NCCCCC2)ccn1	-4%	-2.9%
78	CCOC(=O)C1CCN(C(=O)c2cc(C(=O)OC)cc([N+](=O)[O-])c2)CC1	0%	-7.1%
79	COC1(c2ccccc2)NC(=S)NN=C1c1ccccc1 (stereo not given)	nt	8.9%
80	CCOc1cccc(NC(=O)C2CC(=O)N(C)C(=Nc3ccccc3)S2)c1 (stereo not given)	11%	3.3%
81	CCCCCn1c(CN2CCN(C(=O)OCC)CC2)nc2c1c(=O)[nH]c(=O)n2C	-5%	-2.2%
82	COc1cccc(S(=O)(=O)Nc2cccc(C(=O)N3CCOCC3)c2)c1	nt	-1.6%
83	CCOC(=O)c1ccc(N2C(=O)CC(N3CCCC(C)C3)C2=O)cc1 (stereo not given)	nt	4.4%
84	Cn1c(=O)n(CCN2CCOCC2)c(=O)c2c1nc1n2CCN1c1ccc(Oc2ccccc2)cc1	3%	-1.7%
85	CCOC(=O)c1[nH]c(C)c(C(=O)OCc2c(C)noc2C)c1C	2%	-6.7%
86	O=C1CCCC2=C1C1(CCCCC1)N=C(Nc1nc3ccccc3o1)N2	-10%	0.1%
87	Cc1cc(C)cc(NC(=O)C2CC(=O)N(c3ccc(Cl)cc3)C2)c1 (stereo not given)	-6%	1.6%
88	COC(=O)C1=C(C)N(CCc2ccccc2)C(=O)C1(NS(=O)(=O)c1ccc(NC(C)=O)cc1)C(F)(F)F (stereo not given)	nt	1.2%
89	COc1ccc(/C=C2\OC(=S)N(C)C2=O)cc1	nt	0.1%
90	Cc1cc(C)c(NC(=O)C(C)N2C(=O)c3ccccc3C2=O)c(C)c1 (stereo not given)	4%	-5.3%

Overlap with the part before: three compounds, followed by the next part.
item	canonical_smiles	Rat MKP-3 inhibitors	Hsp70 displacement
88	COC(=O)C1=C(C)N(CCc2ccccc2)C(=O)C1(NS(=O)(=O)c1ccc(NC(C)=O)cc1)C(F)(F)F (stereo not given)	nt	1.2%
89	COc1ccc(/C=C2\OC(=S)N(C)C2=O)cc1	nt	0.1%
90	Cc1cc(C)c(NC(=O)C(C)N2C(=O)c3ccccc3C2=O)c(C)c1 (stereo not given)	4%	-5.3%
91	CCN(CC)S(=O)(=O)c1ccc(NC(=O)C(C)N(c2ccccc2)S(C)(=O)=O)cc1 (stereo not given)	nt	5.7%
92	Cc1nnc(NC(=O)CSC2CCCCC2)s1	-2%	1.7%
93	O=C(COc1ccccc1)Nc1ccccc1N1CCCCC1	-16%	7.4%
94	O=C(CSc1nnc(Cn2nnc(-c3ccccc3)n2)n1-c1ccccc1)Nc1ccccc1	-9%	-0.7%
95	CCN(CC)C(=O)CSc1nc(C)cc(=O)[nH]1	1%	-1.7%
96	O=C(Nc1nc(-c2ccc(F)cc2)cs1)c1ccc([N+](=O)[O-])cc1Cl	2%	0.2%
97	CCOC(=O)N1CCN(C(=O)COc2ccc(S(=O)(=O)Nc3ccc(OCC)cc3)cc2)CC1	-12%	-3.2%
98	CCOC(=O)CCc1c(C)nc2ncnn2c1C	2%	-3.1%
99	O=C(CSc1nnc(CNC(=O)c2cccs2)o1)NC1CCCC1	0%	2.7%
100	CC(=O)c1c(C)nc(-c2ccccc2)n1O	nt	3.4%
101	CCOC(=O)N1CCC(NC(=O)CCCN2C(=O)CSc3ncccc32)CC1	-11%	-2.5%
102	Cc1ccc(OCC(=O)NNC(=O)c2ccc(O)cc2O)c(C)c1	4%	1.5%
103	O=[N+]([O-])c1ccc(Cc2ncccc2O)cc1	-2%	-0.3%
104	COc1ccccc1N1CCN(C(=O)C(Cc2ccccc2)NC(=O)C2CCCCC2)CC1 (stereo not given)	-11%	1.1%
105	COC(=O)c1ccc(NC(=O)c2ccco2)cc1	-2%	-6.7%
106	C=C1c2ccc(C)cc2NC(=O)N1c1ccccc1	-1%	1.8%
107	O=C(CSc1nnnn1-c1ccccc1)Nc1nncs1	2%	1.6%
108	O=C(CSc1nnc(-c2ccco2)n1Cc1ccco1)NCc1cccs1	5%	-4.9%
109	Cc1ccc(N(CN2CCCC2=O)C(=O)c2ccc(C)c(C)c2)cc1	9%	-0.5%
110	CCOC(=O)CSC1=C(C#N)C(c2ccccc2Cl)C(C(=O)OC)C(=O)N1 (stereo not given)	1%	-3.3%
111	O=C(O)CCCC(=O)NS(=O)(=O)c1ccc(Cl)cc1	nt	0.8%
112	Cc1ccc(/C(N)=N/OC(=O)c2ccc(I)cc2)cc1	-3%	2.9%
113	COc1cc(C2C(C(C)=O)=C(O)C(=O)N2c2ccc(Br)cn2)ccc1O (stereo not given)	-2%	nt
114	CCO/C(C)=N/n1c2nc3ccccc3nc2c2c(=O)n(CC(C)C)c(C)nc21	3%	5.0%
